Assay outcomes (PubChem)
PhoP GFP inhibition: PhoP regulon inhibitors, Salmonella typhi PhoP promoter GFP reporter, confirmatory (AID 1850) | Salmonella Typhi PhoP-promoter GFP reporter, fluorescence, 4 h; higher % means a stronger effect | inhibition, % at 50 µM, or IC50 in µM where a hit was titrated | 0.33% of 310,000 active; in the data active = a potency from the dose series; inconclusive = inhibition mostly from about 25% at the one dose, without a potency; inactive = the rest, 99 in 100 with inhibition below about 19%;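 note: 0% = induced wells with vehicle and 100% = uninduced wells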
H37Rv inhibition: M. tuberculosis growth inhibition, HTS (AID 449762); M. tuberculosis H37Rv growth inhibition, 7H9 media; higher % means a stronger effect; inhibition, % at 25 µM, or IC50 in µM where a hit was titrated; 0.59% of 330,000 active; in the data active = a potency from the dose series; inconclusive = inhibition above about 70% without an active follow-up result;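 note: bacterial growth assessed after seven days of incubation; strong numbers were not always called active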
VEEV TC-83 Vero: inhibitors of VEEV TC-83 cytopathic effect, confirmation, Vero cells (AID 588727) | Vero cells, VEEV TC-83 cytopathic effect inhibition; higher % means a stronger effect | one-dose inhibition, % at 20 µM; IC50 in µM for titrated hits | 0.13% of 350,000 active; in the data active = a potency from the dose series; inconclusive = inhibition mostly from about 14% at the one dose, without a potency; inactive = the rest, 99 in 100 with inhibition below about 12%; note: strong numbers were not always called active
H1N1 NS1A inhibition: H1N1 influenza NS1A inhibitors, functional cell based assay (AID 504329); NS1A functional cell-based assay, percent inhibition; higher % means a stronger effect; one-dose inhibition, % at 12.5 µM; IC50 in µM for titrated hits; 0.3% of 340,000 active; in the data active = a potency from the dose series; inconclusive = inhibition above about 27% without an active follow-up result; note: strong numbers were not always called active
tuberculosis growth: growth inhibition of non-replicating M. tuberculosis (AID 488890) | Mycobacterium tuberculosis non-replicating, growth inhibition; higher % means a stronger effect | inhibition, % at 25 µM; hits with a dose series show IC50 in µM | 0.39% of 320,000 active; in the data active = a potency from the dose series; inconclusive = inhibition mostly from about 82% at the one dose, without a potency; inactive = the rest, 99 in 100 with inhibition below about 76%;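 note: plate controls were DMSO cells for no effect and high antibiotic wells for full effect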
Active calls of the source: *; i = inactive; u = inconclusive; x = not tested or not shown; & = joins results of further samples.

no.	Structure	tuberculosis growth	PhoP GFP inhibition	VEEV TC-83 Vero	H1N1 NS1A inhibition	H37Rv inhibition
1	COC(=O)C(Cc1ccc(O)cc1)NC(=O)C(C)Oc1ccccc1 (centres undefined)	-0.7%	-11.8%	i	3.2%	1.9%
2	CCOc1ccc(C(=O)COC(=O)CC)cc1	6.6%	-8.2%	6.1%	-5.8%	-3.7%
3	COc1ccc(S(=O)(=O)N2CCCCC2)cc1NC(=O)C1CC(=O)N(c2ccc3c(c2)OCCO3)C1 (centres undefined)	-5.7%	-4.2%	5.0%	-13.8%	-2.5%
4	NCCCCCCNS(=O)(=O)c1cccc2c(Cl)cccc12	31.7%	2.8%	2.8%	4.4%	-1.1%
5	O=C(NCc1ccco1)c1ccc(-c2ccc(Cl)cc2)o1	38.6%	12.0%	i	-0.2%	65.0%
6	COc1ccc(Nc2nnc(SC(C(=O)Nc3cc(C)ccc3C)c3ccccc3)s2)cc1 (centres undefined)	13.6%	-9.1%	3.9%	-1.9%	u
7	C/C(=N\NC(=O)COc1ccccc1F)c1cc2ccccc2o1	5.7%	4.7%	1.0%	-5.7%	-4.1%
8	Nc1nc(CSc2ncccn2)nc(Nc2ccccc2)n1	0.0%	11.0%	1.3%	-7.5%	-4.0%
9	CC(=O)c1ccc(N=Nc2ccc(C)cc2)cc1	x	x	2.5%	14.3%	x
10	c1ccc(CNc2ncnc3sc4c(c23)CCCC4)nc1	26.8%	5.5%	2.8%	4.0%	6.4%
11	O=C(Nc1ccc2c(c1)OCCO2)c1ccc(NC(=O)C2CCCO2)cc1 (centres undefined)	7.6%	0.8%	6.8%	5.6%	-2.6%
12	Cc1cccc(-c2nn(-c3ccccc3)cc2C(=O)N2CCN(C3CCS(=O)(=O)C3)CC2)c1 (centres undefined)	x	x	3.2%	6.2%	5.1%
13	CCOc1ccc(NC(=O)Nc2cccc(C(=O)O)c2)cc1	3.0%	-11.3%	0.9%	-3.5%	1.4%
14	O=C(OCC(F)(F)F)c1cccc(COc2ccc3ccccc3c2)c1	73.8%	1.0%	3.8%	-4.1%	57.7%
15	Cc1ccc(N=C2NC(=O)/C(=C/c3cccnc3)S2)c(C)c1	45.8%	-2.7%	5.7%	-14.1%	5.7%
16	Cc1cn([C@H]2C=C[C@@H](CO)O2)c(=O)[nH]c1=O	7.9%&-10.0%	1.5%	i	7.7%&1.2%	-1.9%&-6.9%
17	CC1(C)OC2OC(C(=O)N/N=C/c3ccccc3F)C3OC(C)(C)OC3C2O1 (centres undefined)	-14.1%	-6.9%	0.1%	5.9%	-1.4%
18	CC12CCC3C(CCC4(O)CC(O)CCC34C=NO)C1(O)CCC2C1=COC(=O)C1 (centres undefined)	x	x	>25µM*	-0.9%	x
19	CN(CCOC(=O)c1ccc2c(c1)OCCO2)Cc1ccccc1	-6.2%	-0.2%	0.2%	-0.9%	-5.1%
20	COc1cccc(NC(=O)CN(C)C(C)C(=O)NC(=O)NC2CCCCC2)c1 (centres undefined)	13.7%	x	i	-1.3%	-3.5%
21	CCOc1ccc(NCc2cccn2-c2nnc(N3CCC(C(=O)NCCCN4C(C)CCCC4C)CC3)s2)cc1 (centres undefined)	65.0%	-0.2%	0.2%	11.7%	71.9µM*
22	O=C(Oc1ccccc1OC(=O)N1CCOCC1)N1CCOCC1	-0.2%	-4.1%	0.6%	15.3%	-5.1%
23	Cc1cccc(NC(=O)CCSc2ccccn2)c1	29.8%	-7.2%	1.4%	2.1%	4.1%
24	O=C(c1ccco1)N1CCN(Cc2cc(=O)oc3cc(O)ccc23)CC1	x	x	8.2%	-13.3%	3.2%
25	Cc1onc(-c2c(Cl)cccc2Cl)c1C(=O)c1c[nH]c(C(=O)NC2CC2)c1	58.7%	-5.5%	1.4%	3.8%	5.9%

4 records picked at random from those above, as already listed:
no.	Structure	tuberculosis growth	PhoP GFP inhibition	VEEV TC-83 Vero	H1N1 NS1A inhibition	H37Rv inhibition
19	CN(CCOC(=O)c1ccc2c(c1)OCCO2)Cc1ccccc1	-6.2%	-0.2%	0.2%	-0.9%	-5.1%
12	Cc1cccc(-c2nn(-c3ccccc3)cc2C(=O)N2CCN(C3CCS(=O)(=O)C3)CC2)c1 (centres undefined)	x	x	3.2%	6.2%	5.1%
9	CC(=O)c1ccc(N=Nc2ccc(C)cc2)cc1	x	x	2.5%	14.3%	x
4	NCCCCCCNS(=O)(=O)c1cccc2c(Cl)cccc12	31.7%	2.8%	2.8%	4.4%	-1.1%

(cont.)
no.	Structure	tuberculosis growth	PhoP GFP inhibition	VEEV TC-83 Vero	H1N1 NS1A inhibition	H37Rv inhibition
26	Cc1nc(SCC(=O)NCC2CCCO2)[nH]c(=O)c1C (centres undefined)	0.5%	-1.7%	i	-1.1%	-2.1%
27	CC(C)CN(CC(C)C)C(=O)c1cc2c(=O)n3ccccc3nc2s1	13.4%	-10.3%	1.4%	-28.7%	-0.1%
28	COc1ccccc1CN1CCNC(=O)C1CC(=O)NC1CCCCCC1 (centres undefined)	52.1%	-1.1%	4.4%	-8.3%	-10.4%
29	O=C(Nc1ccccc1)c1cc([N+](=O)[O-])ccc1NC1CCCCC1	7.0%	-7.9%	4.4%	2.5%	6.0%
30	CCOc1ccc(Nc2nc(Cl)nc(NCCO)n2)cc1	8.5%	-2.8%	1.9%	-3.7%	14.0%
31	O=C(NCc1ccccn1)c1cc(-c2ccncc2)nc2ccccc12	-21.1%	1.0%	8.1%	-4.5%	-3.2%
32	CN1CCN(Cc2cc(=O)oc3ccc(Cl)cc23)CC1	7.9%	5.0%	2.4%	-1.3%	-0.7%
33	Cc1onc(-c2ccccc2)c1C(=O)Nc1cccc(S(=O)(=O)N2CCCCC2)c1	16.1%	x	5.6%	0.3%	-1.3%
34	CCCCn1c(N)c(N(CCOC)C(=O)c2cc(C)oc2C)c(=O)[nH]c1=O	-1.1%	-2.7%	4.9%	-13.9%	-0.2%
35	CC(C(=O)N1CCc2ccccc21)N1CCN(Cc2ccc(Cl)cc2)CC1 (centres undefined)	9.4%	6.1%	0.2%	1.3%	12.1%
36	O=C(CCN1C(=O)/C(=C/C=C/c2ccccc2)SC1=S)Nc1nccs1	1.6%	-5.4%	0.5%	-4.2%	-4.2%
37	CC1CCCC(C)N1S(=O)(=O)c1ccc(NC(=O)CNC2CCCC2)cc1 (centres undefined)	-3.0%	10.9%	2.0%	11.5%	4.1%
38	O=C(N/N=C/c1ccccn1)C(=O)N1CCCCCC1	6.9%	-7.7%	i	-9.8%	4.8%
39	Cc1c(NC(=O)c2cn3ccccc3n2)cccc1-n1cnnn1	4.3%	-7.1%	0.6%	14.8%	-6.2%
40	Cc1ccc(-n2ncc3c(N4CCN(c5ccccc5)CC4)ncnc32)c(C)c1	57.5%	-4.6%	1.8%	8.9%	1.5%
41	Cc1csc(SC(C)C(=O)Nc2ccc(Cl)cn2)n1 (centres undefined)	75.5%	-5.2%	0.5%	3.5%	-9.0%
42	CCCNC(=O)CSc1nc(-c2cccs2)cc(C(F)(F)F)n1	26.7%	-3.1%	i	6.7%	9.4%
43	CC(C)C(=O)Nc1cccc(C(=O)Nc2nccs2)c1	-6.0%	11.7%	1.9%	14.8%	-10.8%
44	CC(=O)c1ccc(OC(=O)CCN2c3ccccc3Sc3ccccc32)cc1	77.4%	-7.8%	0.0%	-7.5%	0.1%
45	CN(C)c1cccc(-c2csc(N3CCC(C(N)=O)CC3)n2)c1	49.9%	x	0.8%	-13.3%	8.6%
46	O=C(COc1cccnc1[N+](=O)[O-])Nc1cccc(S(=O)(=O)N2CCOCC2)c1	14.6%	-6.4%	0.3%	-1.0%	-1.4%
47	CSc1ccccc1NC(=O)CSCc1ccccc1Br	12.4%	15.8%	0.9%	-3.8%	3.2%
48	CCc1ccccc1OCC(=O)Nc1ccc(F)c(S(=O)(=O)N2CCOCC2)c1	x	x	8.4%	-4.0%	x
49	Cc1ccc(C2NC(=O)Cc3ccccc32)cc1 (centres undefined)	13.5%	-2.7%	0.9%	5.8%	8.1%
50	CCc1noc(C)c1C(=O)N(C)CC(=O)Nc1cccc(OC)c1	-0.2%	x	0.7%	-11.7%	-6.2%
51	COc1ccc(COC(=O)c2ccc3c(=O)n4c(nc3c2)CCC4)cc1F	-0.8%	2.9%	x	x	3.8%
52	Cc1ccc(NC(=O)CCn2nc(C)cc2C)cc1	7.0%	-7.6%	i	-4.8%	2.4%
53	CC(C)(C)c1cc(C(=O)NCCN2CCCC2)cc(C(C)(C)C)c1	44.1%	-4.9%	i	4.4%	10.4%
54	CC(=O)C1=NN(c2ccccc2)C2(S1)S/C(=C\c1ccccc1)C(=O)N2c1ccccc1 (centres undefined)	62.6%	-3.7%	3.1%	-17.2%	3.5%
55	COc1ccc(-c2nc(S(=O)(=O)c3ccccc3)c(N3CCOCC3)o2)cc1	3.9%	0.3%	0.5%	3.7%	1.1%
56	Cc1ccc(SCC(=O)c2sc(-c3ccccc3)nc2C)cc1	28.1%	20.8%	1.8%	4.3%	-2.1%
57	Cc1nc([N+](=O)[O-])cn1C(C)C	-8.3%	3.0%	2.3%	-14.5%	-1.3%
58	CC(CN1CCN(C)CC1)OC(=O)c1ccc(Cl)cc1Cl (centres undefined)	x	1.6%	i	1.0%	x
59	O=C1/C(=C\Nc2ccc(Cl)cc2)CCN1c1ncccn1	-0.2%	7.6%	0.1%	-21.9%	-2.3%
60	COC(=O)c1cc2nc(-c3ccc(OC)cc3)cc(C(F)(F)F)n2n1	-5.0%	1.2%	0.1%	3.5%	-3.2%
61	CCC(CC)C(=O)Nc1nc(-c2ccc3c(c2)CCN3C(=O)C2CC2)c(C)s1	27.8%	3.0%	7.1%	2.0%	2.5%
62	CC(C)NCC(O)COCCOc1ccc(C(C)(C)C)cc1 (centres undefined)	17.8%	-7.9%	1.4%	-1.5%	-1.9%
63	Cc1ccc(S(=O)(=O)Cc2ccc(C(=O)NCCCN3CCCC3=O)o2)cc1	6.1%	-17.6%	2.8%	-5.0%	11.9%
64	Cc1ccnc(NC(=O)CCCOc2ccc(Cl)cc2C)c1	9.6%	-6.0%	x	x	20.3%
65	CC1CCCCN1C(=O)CSc1nnc(-c2ccccc2F)o1 (centres undefined)	69.6%	13.9%	2.1%	1.4%	4.8%
66	O=C(Nc1ccc(Br)cc1)Nc1ccccc1Cl	-1.4%	-8.2%	i	20.0%	7.8%
67	O=C(COc1ccc(Cl)cc1)Nc1cccc(-c2ccc(N3CCOCC3)nn2)c1	6.1%	7.7%	3.7%	-5.3%	49.9%
68	COC(=O)C1=Nc2ccccc2/C1=C\c1c(O)n(-c2ccc(Br)cc2)c(=O)[nH]c1=O	24.2%	-7.6%	0.9%	-13.3%	-0.7%
69	CCCN1C2=C(C(=O)CC(C)(C)C2)C(c2ccc(F)cc2)C2=C1c1ccccc1C2=O (centres undefined)	0.6%	7.3%	i	16.0%	-7.6%
70	COc1ccc(CCN2CCCn3c2nc2c3c(=O)n(CC(N)=O)c(=O)n2C)cc1OC	-1.5%	-2.9%	i	-2.7%	8.4%
71	COc1cccc(N=c2oc3ccccc3cc2-c2nc3ccccc3[nH]2)c1	62.1%	-8.3%	7.5%	14.8%	17.5%
72	Cc1ccc(NCN2C(=O)C(=O)c3ccccc32)nc1	-6.9%	1.9%	0.2%	-1.9%	-3.3%
73	COc1cc(OC)c(NC(=O)CCNS(=O)(=O)c2ccc3c(c2)CC(C)N3C(C)=O)cc1Cl (centres undefined)	8.8%	-5.1%	3.5%	3.8%	0.7%
74	C[n+]1c(/C=C/c2ccc(O)cc2)ccc2ccccc21	20.7%	10.8%	3.3%	>100µM*	-3.9%
75	O=C1C=CC(=O)N1c1ccc(Sc2ccc([N+](=O)[O-])cc2)cc1	57.4%	8.3%	x	x	-6.2%

(listing goes on)
no.	Structure	tuberculosis growth	PhoP GFP inhibition	VEEV TC-83 Vero	H1N1 NS1A inhibition	H37Rv inhibition
76	O=C(CCc1ccccn1)N1CCCC(Nc2ccc(F)cc2)C1 (centres undefined)	9.3%	-13.7%	1.3%	5.6%	15.3%
77	Fc1ccccc1Cc1noc(CN(Cc2ccccn2)CC2CCCO2)n1 (centres undefined)	13.3%	-16.9%	i	-7.1%	-1.9%
78	CCc1nnc(NC(=O)[C@@H](NC(=O)c2cccc(C)c2)C(C)C)s1	16.0%	11.4%	i	-1.9%	8.8%
79	CSc1nnnc2ccccc12	x	x	1.1%	-1.3%	x
80	Cc1cc(-c2nn3c(-c4ccccc4)nnc3s2)c2ccccc2n1	33.7%	8.7%	2.6%	34.2%	5.0%
81	COc1ccc(-n2cc(-c3ccccc3)c3c(=S)nc[nH]c32)cc1	-10.7%	-7.2%	2.3%	4.0%	5.5%
